# NR2E3 ag-1: NR2E3 agonists in two-hybrid cells, primary screen, cell-based, luminescence, CHO-S, Gal4-NCOR/VP16-NR2E3. Photoreceptor-specific nuclear receptor (Homo sapiens), Q9Y5X4. luciferase. inhibition of corepressor binding, % at 3.98 µM. actives 0.35% (n = 360,000). AID 602229, 2012;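 active means inhibition above the mean of all tested compounds plus 3 SD, cut at about 70% in these data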;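 further: 0% = DMSO with NR2E3 transfected cells and 100% = cells lacking NR2E3 construct; higher means lower luciferase signal from less NR2E3 corepressor binding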
# Target sequence (Q9Y5X4 whole entry, looked up, the tested form may be a part): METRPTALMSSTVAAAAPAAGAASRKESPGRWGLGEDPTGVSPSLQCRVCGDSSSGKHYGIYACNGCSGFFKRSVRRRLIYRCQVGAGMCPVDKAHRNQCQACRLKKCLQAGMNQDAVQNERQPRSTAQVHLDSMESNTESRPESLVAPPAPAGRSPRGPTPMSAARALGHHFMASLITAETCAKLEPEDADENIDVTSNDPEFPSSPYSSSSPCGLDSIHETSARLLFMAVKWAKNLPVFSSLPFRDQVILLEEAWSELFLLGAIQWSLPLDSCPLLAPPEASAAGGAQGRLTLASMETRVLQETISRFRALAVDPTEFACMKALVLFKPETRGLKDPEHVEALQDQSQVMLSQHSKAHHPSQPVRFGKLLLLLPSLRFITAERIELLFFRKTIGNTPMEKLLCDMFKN
# CF NFkB block: inhibitors of PAF-induced NF-kB signaling, primary screen, cell-based, GFP fluorescence, uHTS | actives 0.86% (n = 360,000) | AID 588850, 2011 | inhibition, % at 5 µM | KKLEB NF-kB-GFP reporter, GFP fluorescence overnight;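 active means at least 50% inhibition at 5 µM, scaled per plate between neutral and stimulator controls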;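 further: PAF is a Pseudomonas aeruginosa culture filtrate used as stimulus; plate controls were PAF-stimulated DMSO wells for no effect and unstimulated DMSO wells for full effect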
# Vif inh: HIV Vif self-association inhibitors, primary screen, imaging, HEK293T, single point; HEK293T cells, Vif self-association by quenched fluorescence, 24 h; inhibition, % at 7.49 µM; actives 0.35% (n = 340,000); in the data active means inhibition above about 50%, passing the limit was not always enough; further: some results filed as inactive read as strong as hits
# NR2E3 ag-2: inhibitors of NR2E3-RetCOR corepressor binding, primary screen, NR2E3 agonist project, biochemical, TR-FRET, GST-NR2E3, biotin-RetCOR | Photoreceptor-specific nuclear receptor (Homo sapiens), Q9Y5X4 | 1536-well | inhibition of corepressor binding, % at 4.78 µM | actives 0.12% (n = 320,000) | AID 2300, 2010;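 active means percent inhibition above the cutoff of mean plus 3 SD of all tested compounds, set per screening campaign, cut at about 20% in these data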;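 further: 0% = DMSO wells and 100% = biotin wells as full block of FRET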
#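 System: GST-tagged NR2E3 plus biotinylated RetCOR corepressor; Amount: 1.35 nM GST-tagged NR2E3 final; Dosing: single nominal compound dose of 4.8 µM; Schedule: 5 h incubation at 4 °C; Technique: TR-FRET with europium anti-GST and streptavidin-D2, 340 nm excitation; Controls: biotin wells as high control, 0.6% DMSO wells as low control.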
# CaV13 FRET inh: Primary screen for inhibitors of IQ motif and Ca2+-dependent inactivation inhibitor domain binding in CACNA1D, Förster resonance energy transfer in living cells, …. HEK cells, CFP/YFP FRET ICDI-IQ, plate reader, 10 min; percent FRET-ratio fall versus neutral wells. inhibition, % at 12.3 µM. actives 0.098% (n = 340,000). AID 743397;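 active means mean replicate inhibition of at least 30% and at least 1% of replicates passing that level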;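 further: 0% = median of the neutral control wells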
# HIF-2a inh: HIF-2a reporter inhibitors, primary screen, luminescence, 786-0 RCC cells. actives 0.72% (n = 360,000). inhibition, % at 18.8 µM. 786-0 RCC cells HIF-2a reporter, luciferase luminescence, overnight;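 active means inhibition of the luminescence signal of 40% or more relative to plate controls, in a single-dose primary screen at 18.75 µM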
# Peg3 prom inh: Peg3 promoter-driven luciferase inhibitors, primary screen, cell-based, HeLa, luciferase luminescence | HeLa PEG-Prom luciferase reporter, overnight | inhibition, % at 20 µM | actives 1.7% (n = 360,000) | AID 588405, 2011;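 active means inhibition of at least 50% at 20 µM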
# PDI turbidity: inhibitors of human PDI, primary screen, biochemical, turbidity, single point, plate reader; inhibition, % at 10 µM; actives 0.052% (n = 350,000); PDI insulin aggregation turbidity, A650, 90 min; Protein disulfide-isomerase (Homo sapiens), P07237;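 active means mean inhibition across replicates of 30% or more, whatever share of single replicates reach that level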;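 further: absorbance from insulin aggregation driven by PDI reduction with DTT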
# Target sequence (P07237 whole entry, looked up): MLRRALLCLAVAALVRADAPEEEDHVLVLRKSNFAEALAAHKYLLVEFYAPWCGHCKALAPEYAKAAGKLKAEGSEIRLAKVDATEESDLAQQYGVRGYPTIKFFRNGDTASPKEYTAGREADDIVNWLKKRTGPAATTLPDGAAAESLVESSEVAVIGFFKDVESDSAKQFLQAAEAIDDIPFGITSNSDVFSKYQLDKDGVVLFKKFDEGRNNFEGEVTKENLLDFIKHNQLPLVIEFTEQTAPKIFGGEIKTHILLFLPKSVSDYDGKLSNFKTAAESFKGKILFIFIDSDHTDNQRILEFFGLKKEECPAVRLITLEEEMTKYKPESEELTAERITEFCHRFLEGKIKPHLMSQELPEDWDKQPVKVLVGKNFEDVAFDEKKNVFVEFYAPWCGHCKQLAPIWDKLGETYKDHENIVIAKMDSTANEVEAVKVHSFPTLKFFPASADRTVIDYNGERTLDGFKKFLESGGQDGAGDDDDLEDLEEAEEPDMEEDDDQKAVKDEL
# Shn3 3UTR inh: reduction of Shn3 3'UTR firefly luciferase signal, primary screen, Schnurri-3 inhibitor project, cell-based, Clone20 osteoblasts, set 2 | Clone20 osteoblast Shn3 3'UTR firefly luciferase, 24 h | inhibition, % at 12.5 µM | actives 0.52% (n = 360,000);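 active means mean inhibition of at least 75% with every replicate also reaching 75%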;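 further: 0% = median of neutral control wells and 100% = pilot-screen positive control compound; some compounds past the cut are filed as inactive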
# KKLEB tox: cytotoxicity in KKLEB CF airway cells, primary screen, cytotoxicity control for CF NF-kB inhibitor project, cell-based, uHTS, fluorescence assay plates; KKLEB CF airway cells viability, ATPlite luminescence, overnight; active compounds read low; cells stimulated with P. aeruginosa culture filtrate; activity change (cytotoxicity), % at 5 µM; actives 0.36% (n = 360,000);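 active means corrected activity change at or below -50% at 5 µM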
# MITF TRPM1 inh: inhibitors of MITF-dependent TRPM1 promoter reporter, primary screen, cell-based, SK-MEL-5, single point, luciferase | SK-MEL-5 TRPM1 promoter luciferase, 24 h | inhibition, % at 12.5 µM | actives 0.83% (n = 330,000) | AID 488899, 2010;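 active means mean inhibition across replicates of 60% or more, whatever share of single replicates reaches that level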; further: values of inactives mirror those of a sister screen read the other way
# Active calls of the source: *; / = not tested or not shown.
SMILES,NR2E3 ag-1,CF NFkB block,Vif inh,NR2E3 ag-2,CaV13 FRET inh,HIF-2a inh,Peg3 prom inh,PDI turbidity,Shn3 3UTR inh,KKLEB tox,MITF TRPM1 inh
COC(=O)c1ccccc1NC(=O)Nc1ccc(Br)cn1,-30.4,-10.4,3.8,0.0,-7.9,-46.8,-22.8,0.4,-15.1,-10.4,-0.6
Cc1cc(N2C(=O)C(O)=C(C(=O)c3cc4ccccc4o3)C2c2ccc(Br)cc2)no1 (configuration not stated),-14.8,8.4,1.9,24.3*,-19.9,-74.0,-36.8,-0.6,-24.3,0.4,9.3
CCOC(=O)C1=C(c2ccccc2)NC(=S)NC1C (configuration not stated),-30.2,-5.4,/,5.2,-4.6,-138.9,-134.8,-2.8,9.7,5.8,9.4
CCOC(=O)C(=O)Nc1nnc(CCc2ccccc2)s1,-15.9,-0.8,14.8,0.0,/,4.2,1.3,-0.5,-2.0,1.6,7.0
COC(=O)N1CCCCC1c1cc(C(=O)NCc2ccc(F)cc2)no1 (configuration not stated),-9.4,14.9,2.1,/,-4.7,10.0,13.2,-3.1,-0.3,-9.8,/
O=C(CSc1nnc(-c2ccco2)o1)Nc1cccc([N+](=O)[O-])c1,3.5,-24.5,9.6,-2.2,-9.2,8.5,-4.6,5.4,-6.2,1.6,5.0
CN1CCN(c2ccc(Cl)cc2NC(=O)CN2C(=O)NC(C)(c3ccccc3)C2=O)CC1 (configuration not stated),-3.1,19.3,15.4,3.5,-16.5,-20.9,-1.8,3.6,-4.5,-5.9,-13.5
CCC(=O)Nc1nc2ccccc2n1Cc1ccccc1,-6.3,1.9,/,4.2,-8.1,-2.5,-1.4,0.3,17.5,-18.7,11.5
Cc1occc1-c1nnc(SCC(=O)N(C)c2ccccc2)n1C,-1.4,-45.3,13.1,-0.1,-1.8,9.3,9.0,0.2,-4.8,11.7,-2.3
O=c1[nH]cnc2scc(-c3ccsc3)c12,-9.2,6.4,-12.7,-0.3,/,5.3,-10.5,-9.9,7.5,11.5,-2.5
COc1ccccc1CNC(=O)c1nn(C)c2c1CS(=O)(=O)c1ccccc1-2,-27.2,-1.1,16.7,1.9,-13.4,15.0,10.6,1.7,-14.5,-0.6,-12.0
CC(C)CCOCc1nc2sc3c(c2c(=O)[nH]1)CCC(C)C3 (configuration not stated),-36.1,1.0,-1.9,-3.9,-8.5,-163.8,-122.5,10.8,-11.9,3.4,-66.4

# With a hit mark in NR2E3 ag-2, among the entries above:
SMILES | NR2E3 ag-1 | CF NFkB block | Vif inh | NR2E3 ag-2 | CaV13 FRET inh | HIF-2a inh | Peg3 prom inh | PDI turbidity | Shn3 3UTR inh | MITF TRPM1 inh
Cc1cc(N2C(=O)C(O)=C(C(=O)c3cc4ccccc4o3)C2c2ccc(Br)cc2)no1 (configuration not stated) | -14.8 | 8.4 | 1.9 | 24.3* | -19.9 | -74.0 | -36.8 | -0.6 | -24.3 | 9.3

# Additional structures follow:
SMILES,NR2E3 ag-1,CF NFkB block,Vif inh,NR2E3 ag-2,CaV13 FRET inh,HIF-2a inh,Peg3 prom inh,PDI turbidity,Shn3 3UTR inh,KKLEB tox,MITF TRPM1 inh
CC1CCCC1/C(=N/O)c1ccccc1 (configuration not stated),-38.2,10.8,1.3,0.2,-17.2,11.2,-2.7,11.2,8.4,6.8,10.6
O=C(/C=C/c1ccccc1)N1CCC(c2ccccc2)C1 (configuration not stated),-200.8,9.5,-0.2,1.2,-4.5,-200.5,-238.9,0.3,-83.5,-0.1,-76.5
CCOC(=O)/C(N=Nc1c(Br)cc(Br)cc1Br)=C(\C)O,-1.9,12.0,0.8,-6.2,-4.5,-0.2,1.5,4.8,-8.7,-8.9,6.6
O=C(CCS(=O)(=O)Cc1ccccc1)N1CCN(c2ccc([N+](=O)[O-])cc2)CC1,13.9,-17.6,-2.4,2.3,3.1,8.1,2.1,-2.2,10.1,7.0,5.1
CC1CCC2(CC1)NC(=O)N(CC(=O)N1CCN(S(=O)(=O)c3ccccc3)CC1)C2=O (configuration not stated),3.1,8.7,8.4,-0.7,-5.1,18.4,21.1,9.3,4.8,-3.5,2.7
O=C(O)C1C2CCC(C2)C1C(=O)NCc1ccccn1 (configuration not stated),21.5,7.3,2.2,6.1,-5.2,19.5,2.5,-1.1,-13.9,-13.4,-0.1
O=C(Nc1ccc(Br)cc1)N1CCc2ccccc2C1,-119.5,-5.7,-6.6,2.8,/,-246.8,-349.6,-5.2,-89.1,11.6,-51.8
COc1cccc(CC(=O)OCC(=O)N2CCN(c3ccc(F)cc3)CC2)c1,7.4,-17.0,4.4,3.6,-5.7,8.2,0.2,-12.5,-2.7,16.2,-12.2
O=C(CCCOc1ccccc1)Nc1ncccn1,9.2,-23.1,1.1,-2.1,-5.2,-61.5,-42.6,-10.6,-48.9,4.4,-4.4
O=C(O)c1cccc([N+](=O)[O-])c1C(=O)Nc1cccc2ccccc12,-10.6,-9.8,10.6,-1.7,-5.2,3.2,24.9,-1.7,-0.1,-7.7,10.6
CCN(CC)CCNc1ccc(CO)c2oc3ccccc3c(=O)c12,-42.2,-36.8,/,/,-15.9,40.5*,7.0,-12.0,-4.4,-6.1,/
Cc1ccc(NC(=O)CCCC2CCCCC2)c(O)c1,-14.0,10.4,-3.3,-0.2,-2.5,-256.9,-346.3,21.3,-15.5,-11.5,-34.2
O=C(NCc1ccncc1)C1CCN(S(=O)(=O)c2ccc(Cl)c(C(F)(F)F)c2)CC1,7.0,11.9,3.1,/,-2.3,20.7,7.7,-0.6,-0.5,-11.2,-3.0
COc1ccc(Br)cc1C(C[N+](=O)[O-])c1c(N)n(C)c(=O)n(C)c1=O (configuration not stated),-4.6,-8.2,3.8,-1.3,-18.5,58.2*,67.9*,3.1,54.6,-7.8,80.1*
CN(C)CCCN(C(=O)c1ccc(S(=O)(=O)N(C)C)cc1)c1nc2cc3c(cc2s1)OCO3,-15.3,-28.3,-3.6,2.3,-17.5,-16.0,-12.0,17.8,11.4,-15.5,12.6
Cc1c(Cl)cccc1NC(=S)N(Cc1cccs1)C1CCCC1,-7.5,-3.1,5.4,1.8,-6.4,18.6,18.6,6.3,31.1,2.1,2.3
Cc1ccc(OCCSc2nc3ccccc3n2CCC(=O)O)cc1,-62.0,-3.8,2.8,1.1,-8.9,22.2,8.6,8.4,-1.8,-13.7,2.9
CCCS(=O)(=O)N1CCCC(C(=O)NCCCN2CCCC2=O)C1 (configuration not stated),6.7,-0.1,-20.7,-0.7,/,7.7,28.9,-3.2,-0.7,2.5,5.6
O=C(CCCc1cccs1)N1CCN(S(=O)(=O)c2ccccc2Br)CC1,18.5,2.5,24.5,-1.2,-5.3,7.9,6.1,13.0,10.7,-3.2,-10.4
Cc1ccc(NC2=NCC(=O)N2C2CCCC2)cc1,8.5,-23.9,2.1,2.5,-18.2,5.6,13.6,-5.5,-0.7,8.0,1.3
Cc1ccccc1C(=O)Nc1nnc([C@@H]2C[C@H](O)[C@@H](CO)O2)s1,0.6,-15.2,/,/,-6.8,4.8,6.1,-1.2,-29.8,0.4,/
Nc1ccc(NC(=O)c2cccs2)c(Cl)c1,-12.3,1.4,-2.9,-4.2,-7.7,-114.9,-53.1,-4.9,-43.4,7.4,-42.9
COc1cccc(C2c3[nH]c4ccccc4c3CCN2C(=O)c2ccccc2F)c1OC (configuration not stated),7.3,-8.2,1.7,-2.5,-5.3,-5.3,31.6,-7.1,12.6,8.1,3.7
O=P1(NC2CCCCC2)OCC2(CO1)COP(=O)(NC1CCCCC1)OC2 (configuration not stated),4.8,8.8,-16.8,/,-3.7,15.9,10.9,-0.4,-8.5,14.3,-10.6
CCN1CCN(CCC(=O)Nc2ccc(F)c(F)c2)CC1,-33.8,-7.1,-2.9,-0.4,-20.6,18.7,3.6,4.3,-74.1,9.3,13.8
Cc1c(NC(=O)COC(=O)CCC(=O)c2ccc(Cl)cc2)c(=O)n(-c2ccccc2)n1C,-14.5,12.7,6.3,2.0,-4.3,8.1,3.3,8.9,-1.1,11.9,9.8
O=C(Cc1c(F)cccc1Cl)NNC(=O)c1cccs1,-14.4,-16.5,-3.7,/,-6.5,-2.4,-2.9,-1.5,-13.7,2.2,15.3
Cc1nc(NCCCn2ccnc2)c2ccccc2n1,-36.2,3.7,-0.3,1.6,/,1.6,9.9,-1.3,3.3,-13.8,-1.0
CCOC(=O)c1nc(C)n(-c2cc(Cl)ccc2Cl)n1,-9.6,9.5,-5.1,3.9,-5.7,1.8,9.1,-3.1,-8.6,12.1,-3.2
Cc1c(CCO)c(=O)[nH]n1S(=O)(=O)c1ccc(Cl)cc1Cl,0.8,11.4,8.8,-2.3,/,-3.0,7.0,-3.8,2.0,-10.2,6.6
CCOC(=O)C1CCN(C(=O)Cc2cccs2)CC1,0.0,-6.8,-1.3,2.9,/,6.8,-3.6,-0.5,-4.3,9.1,2.9
COc1ccc(C(C(=O)NC2CCCCC2)N(C(=O)CCl)c2cccc(Cl)c2)cc1 (configuration not stated),-5.8,99.8*,12.2,5.5,-5.1,36.1,102.1*,1.4,92.0*,-76.3*,88.0*
O=C(O)Cc1ccc(S(=O)(=O)Nc2ccccc2C(=O)O)cc1,4.5,-8.0,2.9,0.2,-5.3,24.1,10.9,9.0,0.2,1.7,-3.7
CCc1nc2c(OCC(=O)C(C)(C)C)cccn2c1N(C)C(=O)c1ccco1,-10.2,-15.9,-0.3,/,-5.1,-0.1,3.3,1.8,-13.2,8.2,/
Cc1ncoc1C(=O)Nc1ccc2c(c1)OCCO2,-28.2,3.6,0.2,-4.9,/,-31.8,-70.3,3.3,-13.7,-5.1,13.9
CCCc1ccc(OCc2ccc(C(=O)N/N=C/c3cccc([N+](=O)[O-])c3)o2)c(OC)c1,-38.7,-8.4,53.7*,-3.0,/,-11.0,36.6,2.9,71.0,-0.6,69.2*
COc1cc(C(=O)Nc2ccc(-c3nnc(-c4ccco4)o3)cc2)cc(OC)c1OC,-13.5,-5.8,-19.3,-1.6,-4.5,-5.1,-1.8,9.2,10.7,-11.6,-10.5

# Screens: PubChem, several laboratories
